Screening data from PubChem.
ADAM10 inh – human ADAM10 inhibitors, primary screen, biochemical, QFRET, HTS; Disintegrin and metalloproteinase domain-containing protein 10 (Homo sapiens), O14672; recombinant ADAM10, EDANS/DABCYL FRET peptide cleavage, 3 h; inhibition, % at 7 µM; hit rate 0.62% among 370,000; AID 720582, 2013;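 active = inhibition above a per-campaign cutoff equal to the mean of compounds falling between control-based bounds plus 3 SD, cut at about 20% in these data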;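 note: 0% = DMSO wells while the 100% control is not disclosed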
Target sequence (O14672 214-748 limits assumed): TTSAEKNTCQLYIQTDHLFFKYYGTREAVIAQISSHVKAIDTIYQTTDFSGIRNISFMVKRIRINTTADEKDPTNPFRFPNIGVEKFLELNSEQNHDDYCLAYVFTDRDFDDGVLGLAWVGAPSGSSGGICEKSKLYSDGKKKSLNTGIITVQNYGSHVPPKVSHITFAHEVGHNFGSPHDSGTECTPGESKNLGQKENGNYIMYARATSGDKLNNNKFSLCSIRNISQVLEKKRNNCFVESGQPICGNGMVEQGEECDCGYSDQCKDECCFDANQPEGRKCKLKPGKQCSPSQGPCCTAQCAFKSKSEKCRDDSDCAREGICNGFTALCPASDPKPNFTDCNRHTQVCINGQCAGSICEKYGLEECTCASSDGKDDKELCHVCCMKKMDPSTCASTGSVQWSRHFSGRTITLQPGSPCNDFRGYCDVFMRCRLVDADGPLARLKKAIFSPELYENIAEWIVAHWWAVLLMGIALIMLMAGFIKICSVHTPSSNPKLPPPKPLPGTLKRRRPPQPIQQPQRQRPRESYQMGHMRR
SMARCA2 activ – SMARCA2 (BRM) function activators, primary screen, cell-based, luminescence, high throughput; hit rate 1% among 370,000; MG213 cells, MMTV-luciferase reporter, dexamethasone, overnight; activation, % at 9.1 µM; in the data active = activation above about 7.8%;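 note: 0% = vehicle wells and 100% = reference activator wells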
NPR2 activator – human GC-B receptor activators, primary screen, HEK293 GC-B cells, cGMP TR-FRET, EC30 CNP; 0% at EC30 CNP, 100% saturating CNP; activation, % at 10 µM; Atrial natriuretic peptide receptor 2 (Homo sapiens), P20594; hit rate 0.11% among 370,000;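 active = activation at 10 µM reaching about 35% in either raw or pattern-adjusted values, limit read from the data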
ssDAF12 agonist – S. stercoralis DAF-12 nuclear receptor activators, primary screen, cell-based, luminescence, HEK293, GRIP1 co-expression, lit1-tk-luc. Nuclear hormone receptor DAF-12 (Strongyloides stercoralis). HEK293 ssDAF-12/GRIP1 lit1-tk-luc reporter; % of 3 µM dafachronic acid response. activation, % at 6.8 µM. hit rate 1% among 370,000. AID 652126, 2013;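 active = activation above the mean over all tested compounds plus 3 SD, cut at about 0.9% in these data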;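 note: 0% = DMSO-only wells and 100% = 3 µM delta7-dafachronic acid wells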
NPR1 activator – GC-A stimulated cGMP production enhancers – HEK293 GC-A cells, cGMP TR-FRET, EC30 ANP, primary screen | AID 1671463, 2021 | 0% at EC30 ANP, 100% saturating ANP | activation, % at 10 µM | Atrial natriuretic peptide receptor 1 (Homo sapiens), P16066 | hit rate 0.14% among 370,000; in the data active = activation above about 40%
hgDAF-12 ag – H. glycines DAF-12 receptor agonists, primary screen, cell-based, luminescence, HEK293, GAL4 fusion, UAS-luciferase | Nuclear hormone receptor DAF-12 (Heterodera glycines), GAL4 fusion | HEK293 GAL4-hgDAF12 UAS-luciferase reporter, agonist luminescence; normalized to butyrate control | activation, % at 6.8 µM | hit rate 1.8% among 370,000 | AID 687014, 2013;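 active = activation above a cutoff set at the mean of all screened compounds plus 3 SD, cut at about 10% in these data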;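 note: 0% = DMSO wells and 100% = sodium butyrate wells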
hcDAF-12 act – H. contortus DAF-12 nuclear receptor activators, primary screen, cell-based, luminescence, HEK293, lit1-tk-luc reporter; HEK293 hcDAF-12 lit1-tk-luc reporter; 0% DMSO, 100% Δ7-dafachronic acid; activation, % at 6.8 µM; hit rate 1.4% among 370,000;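 active = activation above the mean of all tested compounds plus 3 SD, cut at about 5.5% in these data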;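 note: 100% = response to 3 µM Δ7-dafachronic acid high control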
DAX1 inh-1 – DAX1 (NR0B1) inhibitors on StAR promoter, primary screen, cell-based, luminescence, SF-1 (NR5A1), full-length DAX-1; inhibition, % at 6.8 µM; hit rate 1.1% among 370,000; AID 652010, 2013; HEK293T StAR-luciferase reporter, SF-1/DAX-1 repression relief;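 active = inhibition above the mean over all tested compounds plus 3 SD, cut at about 3.6% in these data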;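 note: 0% = DAX-1 cells with DMSO and 100% = cells lacking DAX-1 with DMSO; higher inhibition means more luminescence from relief of DAX-1 repression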
GAA850 FXN act – FXN promoter activators, primary screen, cell-based, luciferase luminescence, HEK293 lucGAA850 | HEK293 lucGAA850 FXN promoter luciferase reporter, 24 h; percent of 10 µM SAHA response | activation, % at 6 µM | hit rate 0.56% among 360,000 | AID 540364, 2011;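 active = activation above the average of all compounds screened plus 3 SD, cutoff fixed separately per campaign, cut at about 7.5% in these data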;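 note: 0% = DMSO wells and 100% = 10 µM SAHA wells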
DAX1 inh-2 – DAX1 (NR0B1) inhibitors, primary screen, cell-based, HEK293, Gal4-DAX1, luciferase luminescence. Nuclear receptor subfamily 0 group B member 1 (Homo sapiens), P51843. AID 504766, 2011. HEK293 Gal4-DAX1 luciferase reporter. inhibition, % at 6.75 µM. hit rate 0.99% among 340,000;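 active = inhibition above the mean over all tested compounds plus 3 SD, cut at about 4.2% in these data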;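 note: 0% = DAX1-transfected cells with DMSO and 100% = empty-vector control cells with DMSO; inhibition shows as a rise in luminescence from relieved DAX1 repression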
sPLA2-III inh – human group III sPLA2 inhibitors, primary screen, biochemical, QFRET, BODIPY PC-A2 liposome substrate; AID 743126, 2013; hit rate 0.56% among 370,000; QFRET BODIPY PC-A2 liposome hydrolysis, fluorescence; inhibition, % at 12.2 µM; Group 3 secretory phospholipase A2 (Homo sapiens), Q9NZ20;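 active = inhibition above mean plus 3 SD of compounds lying within the high and low control bounds, cut at about 19% in these data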;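 note: 0% = median of test compound wells and 100% = no enzyme DMSO wells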
Target sequence (Q9NZ20 whole entry, looked up): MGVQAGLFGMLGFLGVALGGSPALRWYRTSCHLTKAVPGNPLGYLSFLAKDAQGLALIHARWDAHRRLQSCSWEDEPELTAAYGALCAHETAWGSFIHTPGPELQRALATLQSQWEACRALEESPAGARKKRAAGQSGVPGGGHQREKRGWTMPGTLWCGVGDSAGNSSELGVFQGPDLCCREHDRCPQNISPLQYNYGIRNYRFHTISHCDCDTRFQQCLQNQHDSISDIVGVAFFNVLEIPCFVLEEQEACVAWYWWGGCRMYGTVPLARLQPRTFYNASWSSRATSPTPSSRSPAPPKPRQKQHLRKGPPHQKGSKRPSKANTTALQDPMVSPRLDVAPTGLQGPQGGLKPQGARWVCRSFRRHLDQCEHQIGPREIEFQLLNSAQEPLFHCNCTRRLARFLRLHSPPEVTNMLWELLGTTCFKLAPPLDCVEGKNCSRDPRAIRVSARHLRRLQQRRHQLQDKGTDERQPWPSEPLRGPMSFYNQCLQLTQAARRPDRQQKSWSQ
An asterisk follows results filed as active; i = inactive; / = no result given.

SMILES	ADAM10 inh	SMARCA2 activ	NPR2 activator	ssDAF12 agonist	NPR1 activator	hgDAF-12 ag	hcDAF-12 act	DAX1 inh-1	GAA850 FXN act	DAX1 inh-2	sPLA2-III inh
O=C(COC(=O)c1cccc(S(=O)(=O)N2CCN(c3ccccc3)CC2)c1)NCc1ccco1	2	-1	1	-1.3	-5	-1.8	-1.5	-0.1	0.7	0.5	-4
O=C1N/C(=N/N=C/c2ccc(F)cc2)SC1c1ccccc1 (stereo unspecified)	2	-2	5	-1.0	-1	0.2	-0.7	-0.2	1.9	/	-13
CCOC(=O)N1CCN(S(=O)(=O)c2ccc(OCC)c3ccccc23)CC1	2	-2	-6	-1.4	-1	-3.6	-2.4	-1.7	1.7	-1.2	-20
CC1CCCCC12NC(=O)N(CC(=O)NCc1ccccc1)C2=O (stereo unspecified)	-3	-1	1	-1.3	1	2.6	0.7	0.5	1.3	0.3	3
COc1ccccc1CCNC(=O)c1cccc(NC(=O)CC2SC(N3CCCCC3)=NC2=O)c1 (stereo unspecified)	-4	-2	3	-0.6	1	-2.8	-1.3	-2.2	-3.6	-0.5	-1
CC(C)(C)Nc1c(C2CCNCC2)nc2c(OCc3ccccc3)cccn12	-16	-1	-1	-1.1	0	2.9	-0.1	0.5	/	/	-4
CCn1c(SCC(=O)Nc2nc3ccccc3s2)nnc1-c1ccc(OC)cc1	20*	2	-2	-0.5	2	-1.0	0.3	0.7	1.7	0.2	-2
CCOC(=O)c1sc2nc(C)nc(N3CCN(c4ncccn4)CC3)c2c1C	-8	-1	-2	-1.5	3	-3.9	-2.1	0.1	-1.8	-0.9	16
COc1ccc2cc(C#N)c(NC(C)C)nc2c1	i	-1	-8	-1.1	-1	7.2	-1.4	-0.8	-1.1	0.1	-3
O=C(Cc1ccccc1)NC1CCCCN(Cc2cccc(Cl)c2)C1=O (stereo unspecified)	10	-6	2	-1.9	0	3.0	-2.4	0.8	/	/	3
Cc1ccc(-c2nnn(CC(=O)N(CC(=O)NCC3CCCO3)c3ccc(F)c(Cl)c3)n2)o1 (stereo unspecified)	-3	-1	4	-0.5	3	-1.9	-1.4	-1.1	0.2	-1.0	-5
Cc1ccc(-n2c(Cc3cccs3)nnc2SCC(=O)Nc2ccc(S(N)(=O)=O)cc2)cc1	9	1	-7	-1.1	-5	1.7	-2.3	-0.5	-2.6	-0.4	-34
O=C(Nc1nncs1)c1ccc(Br)c(S(=O)(=O)N2CCCC2)c1	6	-3	3	-1.0	0	-1.8	0.6	1.2	0.0	1.5	2
CN(C(=O)COC(=O)c1cc(S(=O)(=O)N2CCCCC2)ccc1N1CCOCC1)C1CCS(=O)(=O)C1 (stereo unspecified)	11	3	0	-2.0	3	2.9	0.0	0.8	2.2	2.9	3
O=C(OCc1ccccc1)N1Cc2ccnnc2CC1c1ccccc1Br (stereo unspecified)	-9	-3	-5	-0.9	-3	-1.5	0.0	-0.2	/	/	-8
CC(C)CCC[C@@H](C)[C@H]1CC[C@H]2[C@@H]3C(=O)C=C4C[C@@H](O)CC[C@]4(C)[C@H]3CC[C@]12C	0	-2	3	-1.0	7	-3.4	0.1	-0.4	0.4	0.8	-2
O=C(c1c(Cl)cccc1Cl)N1CCN(c2ncccn2)CC1	-20	-2	0	-1.1	-1	0.0	-1.5	-0.1	1.2	0.8	-1
O=C(Oc1ccc(=O)[nH]n1)c1ccccc1	6	2	0	-0.5	2	3.2	-1.4	-1.1	1.2	1.6	1
CCOC(=O)C(=Cc1ccc(Br)cc1)C(=O)OCC	3	-4	-14	-1.4	-57	-1.4	-3.1	-1.6	-1.4	-1.5	0
CCOc1ccc(NC(=O)C(=S)NC2CCCCC2)cc1	6	-1	-3	-0.8	-3	3.2	2.2	0.8	5.1	-0.9	-2
Cn1c(=O)cc(Cl)[nH]c1=O	-5	-1	1	-1.0	-1	0.0	-0.1	-0.6	0.3	1.1	7
COc1cc(CCC(=O)Nc2ccc(C)c(S(=O)(=O)N(C)C)c2)cc(OC)c1OC	0	-2	-3	-1.8	-3	-3.4	-2.4	-1.7	-2.5	-2.3	-11
CCOC(=O)c1sc2nc(OCCN3CCOCC3)cc(C)c2c1N	-487	-5	4	-0.4	4	1.2	-1.1	-0.1	/	/	3
Cc1cc(C)cc(N2C(=O)CC(Cn3nc(C)cc3C)C2=O)c1 (stereo unspecified)	2	-2	0	-1.4	0	1.1	1.3	0.1	-0.7	/	1
CC(=C\c1ccccc1)/C=C1/SC(=S)N(CCCC(=O)O)C1=O	5	-6	-4	-1.4	-1	-6.1	-4.0	-0.3	-3.4	-0.4	-18
COc1ccc(N(C)S(=O)(=O)c2cccc(C(=O)NCC(c3ccco3)N3CCCC3)c2)cc1 (stereo unspecified)	1	1	-4	-1.3	-3	1.1	-0.2	-1.3	-0.3	-0.4	-11
Cc1ccc(NC(=O)CN(C)CC(=O)N(CC(C)C)c2c(N)n(CC(C)C)c(=O)[nH]c2=O)c(C)c1	-8	-2	-3	-1.1	0	-1.5	-1.1	0.1	0.6	0.4	-6
CCOC(=O)C1(Cc2cccc(OC)c2)CCN(CCO)CC1	6	-1	3	0.1	-4	0.9	3.7	0.0	1.1	0.2	-7
Cc1onc(-c2c(F)cccc2Cl)c1C(N)=S	1	0	0	-1.0	1	1.7	1.4	0.9	-1.9	0.9	9
COc1ccc(-c2noc(CN(C)CCC3CCCCO3)n2)cc1 (stereo unspecified)	5	-2	3	-0.1	-2	-2.1	-0.1	-0.2	2.3	0.2	-1
Oc1ccc(/C=N/N2CCN(C3c4ccccc4-c4ccccc43)CC2)cc1	-3	-2	0	-1.3	-3	-3.1	-0.9	0.2	-0.3	-0.9	-3
CCN(CC)S(=O)(=O)c1cc(NC(=O)C(C)N2CCN(c3ccccn3)CC2)ccc1C (stereo unspecified)	3	-3	6	-2.1	0	-0.3	-1.1	-0.3	1.4	-0.7	-9
CCNC(=O)C1(C)CCN(C(=O)c2ccc(OC)c(OC)c2)C1 (stereo unspecified)	6	-2	1	-1.2	4	3.0	-0.7	0.6	-0.9	/	5
Cc1cc(Cl)ccc1OCCCC(=O)Nc1cc(S(=O)(=O)N2CCOCC2)ccc1N1CCOCC1	-10	2	-2	-0.4	-4	9.1	0.0	-1.8	7.0	1.1	-1
COc1ccc(NC(=O)C2CCCN(S(=O)(=O)c3cnc[nH]3)C2)cc1 (stereo unspecified)	-8	-2	-6	-1.3	-1	-0.1	-1.4	0.0	1.9	2.4	4
CN(CC(=O)Nc1ccccc1Cl)C(=O)c1ccccc1SCC(=O)N1CCCC1	-7	-4	1	-1.0	2	-0.4	0.4	0.8	0.8	-0.8	10
COc1ccc(-c2cc(C(=O)Nc3ccc(C(N)=O)cc3)c3ccccc3n2)cc1OC	-189	2	11	-1.5	13	-0.5	2.4	-0.9	6.8	-0.7	-23
COc1ccc(COC(=O)C2=C(C)NC(=O)NC2c2cccc(Br)c2)cc1 (stereo unspecified)	14	-2	-23	-1.4	-45	-1.1	-2.0	-1.2	0.0	-0.2	-8
C[C@H]1CN([C@@H](C)CO)C(=O)CCCn2nncc2CO[C@H]1CN(C)C(=O)Nc1ccccc1	5	-4	1	-1.3	0	-1.6	-0.7	0.1	-3.2	0.0	9
CCC(Sc1nc2ccsc2c(=O)n1Cc1ccc(C(=O)O)cc1)C(=O)Nc1cc(Cl)ccc1C (stereo unspecified)	0	-4	1	-0.9	-7	-2.6	-1.3	-0.1	-0.5	1.1	9

2 entries from above in a different format:
SMILES: Cc1ccc(-n2c(Cc3cccs3)nnc2SCC(=O)Nc2ccc(S(N)(=O)=O)cc2)cc1
  ADAM10 inh: 9; SMARCA2 activ: 1; NPR2 activator: -7; ssDAF12 agonist: -1.1; NPR1 activator: -5; hgDAF-12 ag: 1.7; hcDAF-12 act: -2.3; DAX1 inh-1: -0.5; GAA850 FXN act: -2.6; DAX1 inh-2: -0.4; sPLA2-III inh: -34

SMILES: O=C(Nc1nncs1)c1ccc(Br)c(S(=O)(=O)N2CCCC2)c1
  ADAM10 inh: 6; SMARCA2 activ: -3; NPR2 activator: 3; ssDAF12 agonist: -1.0; NPR1 activator: 0; hgDAF-12 ag: -1.8; hcDAF-12 act: 0.6; DAX1 inh-1: 1.2; GAA850 FXN act: 0.0; DAX1 inh-2: 1.5; sPLA2-III inh: 2

Other compounds follow:
SMILES	ADAM10 inh	SMARCA2 activ	NPR2 activator	ssDAF12 agonist	NPR1 activator	hgDAF-12 ag	hcDAF-12 act	DAX1 inh-1	GAA850 FXN act	DAX1 inh-2	sPLA2-III inh
CCn1c2ccccc2c2cc(C#N)c(N)nc21	i	-2	2	-0.9	18	-1.2	-0.4	-0.2	6.0	/	4
C[C@@]12CC[C@H]3OC(=O)C=C3C1CC[C@@]13CC(CCC12)[C@](CO)(O[C@H]1O[C@H](CO)[C@@H](O)[C@H](O)[C@H]1O)C3 (stereo partly specified)	-15	0	4	-0.8	0	-0.3	-1.0	0.4	-1.1	0.4	6
COc1cc(/C=C(\C#N)c2nn(CCO)c(N)c2C#N)cc(OC)c1OC	-3	0	-2	-1.3	1	-3.7	-0.5	-0.7	2.6	-0.1	-2
COc1ccc(CC(=O)Nc2ccc(S(=O)(=O)NC(C)C)cc2)cc1	-2	-3	0	-1.6	6	-4.2	-1.7	-0.9	5.5	-0.6	-21
COC1OCC(O)C(NC(=O)N(C)N=O)C1O (stereo unspecified)	-2	-4	-2	-0.7	3	-1.4	-0.4	0.0	0.7	0.6	-3
COc1cccc(C(=O)OCC(=O)NCc2ccc3c(c2)OCO3)c1OC	-4	-2	-2	-1.1	-4	-0.4	0.0	1.5	-0.4	0.9	0
O=C(Nc1ccc2c(c1)OCO2)c1cc2n(n1)C(C(F)(F)F)CC(c1ccccc1)N2 (stereo unspecified)	1	-2	0	-2.0	7	1.2	-1.6	-0.3	2.8	-1.3	-2
C=CCn1c(SCC(=O)Nc2cc(NC(C)=O)ccc2OC)nnc1-c1ccccn1	0	-2	-6	-1.5	3	-0.1	-2.3	-0.6	-2.0	0.3	9
CCCCn1c(N)c(N(CCC(C)C)C(=O)C2CC(=O)N(c3ccc(OC)cc3OC)C2)c(=O)[nH]c1=O (stereo unspecified)	-1	-1	3	-1.2	0	0.0	-1.1	1.1	-1.4	-0.8	9
Cc1ccc(C(=O)Cc2cc3ccccc3oc2=O)c(C)c1	-4	2	-3	-0.1	2	9.2	1.7	1.2	3.7	3.2	-51
